From PubChem BioAssay
S1P4 antag: human S1P4 receptor antagonism; O95977; S1P4-expressing cells, antagonist mode, reporter read-out; inhibition, % at 4.98 µM; 220,000 compounds, 0.26% hits; in the data active = inhibition above about 29%;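 also: 0% = wells stimulated with agonist and 100% = vehicle wells without agonist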
S1P4 agonist: human S1P4 receptor agonism | activation, % at 4.98 µM | 220,000 compounds, 0.35% hits | S1P4-expressing cell line, agonist reporter assay | O95977; in the data active = activation above about 11%;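 also: 0% = DMSO vehicle and 100% = reference agonist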
BaF3 tox: parental Ba/F3 viability inhibition as JAK2V617F counter-screen; inhibition, % at 5.6 µM; CellTiter-Glo ATP luminescence; 220,000 compounds, 1.1% hits;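 active = inhibition above a per-campaign cutoff, the mean inhibition of all tested compounds plus 3 SD, cut at about 27% in these data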;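 also: 0% = DMSO wells and 100% = JAK Inhibitor I control wells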
PERK inhibitor: human PERK inhibition, primary cell-based screen; CHO PERK-DD fusion, SEAP luminescence translation reporter; inhibition, % at 5.6 µM; 220,000 compounds, 0.17% hits; AID 1416;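 active = inhibition above the mean inhibition of all tested compounds plus 3 SD, set separately per screening campaign, cut at about 2.9% in these data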;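 also: PERK kinase domain activated by AP20187 dimerizer at 100 nM; 0% = DMSO with dimerizer and 100% = rapamycin at 8.4 µM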
TRPML3 agonist: activates the human TRPML3 channel. HEK293 TRPML3-YFP, Fluo-8 calcium fluorescence; 100% = the carbachol control signal. 220,000 compounds, 0.29% hits. activation, % at 3 µM. Q8TDD5;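 active = activation above its plate's cutoff, the mean activation of the plate's test wells plus 3 SD, cut at about 12% in these data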;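 also: 0% = DMSO only wells and 100% = carbachol wells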
Target sequence (Q8TDD5 whole entry, looked up): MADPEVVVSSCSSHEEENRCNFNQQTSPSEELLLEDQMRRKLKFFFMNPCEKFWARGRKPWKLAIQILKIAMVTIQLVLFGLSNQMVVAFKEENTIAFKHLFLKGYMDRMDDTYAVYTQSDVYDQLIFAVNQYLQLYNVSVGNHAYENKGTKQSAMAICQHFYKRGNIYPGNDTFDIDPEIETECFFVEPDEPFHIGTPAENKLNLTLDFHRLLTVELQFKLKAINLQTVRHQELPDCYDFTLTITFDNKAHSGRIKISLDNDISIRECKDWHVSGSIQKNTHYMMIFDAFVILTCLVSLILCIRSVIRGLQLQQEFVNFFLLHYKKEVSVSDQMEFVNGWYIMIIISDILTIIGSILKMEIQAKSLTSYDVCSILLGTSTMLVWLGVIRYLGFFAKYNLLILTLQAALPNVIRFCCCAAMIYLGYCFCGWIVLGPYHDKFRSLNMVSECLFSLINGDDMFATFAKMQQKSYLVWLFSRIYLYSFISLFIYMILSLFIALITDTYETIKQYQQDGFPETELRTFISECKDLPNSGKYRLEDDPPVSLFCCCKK
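Test system: HEK293 cells stably carrying human TRPML3-YFP; Doses: single dose, 3 µM final nominal compound, 0.3% DMSO final; Schedule: dye loading 1 h 37 °C then 30 min ambient, 125 s read; Technique: Fluo-8 calcium fluorescence; Benchmarks: high control carbachol 87 µM, low control DMSO.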
zfTRPN1 agonist: activates the zebrafish TRPN1 channel; 220,000 compounds, 0.18% hits; AID 1424; activation, % at 3 µM; HEK293 zebrafish TRPN1-YFP, Fluo-8 calcium fluorescence; 100% = response to 87 µM carbachol;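 active = activation above its plate's cutoff, the mean activation of test wells on that plate plus 3 SD, cut at about 19% in these data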;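 also: 0% = DMSO alone and 100% = 87 µM carbachol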
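Material: zebrafish TRPN1-YFP in HEK293 cells; Doses: single test compound dose, 3 µM nominal, 0.3% DMSO; Timing: dye loading 1 h at 37 °C, then 30 min room temperature; Technique: intracellular calcium fluorescence with Fluo-8; Benchmarks: high carbachol 87 µM, low DMSO alone.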
EP2 mod: modulators of human EP2 prostaglandin E2 receptor; EP2-expressing cells, cAMP HTRF FRET, PGE2 co-stimulation; induction, % at 25 µM; 260,000 compounds, 0.83% hits; AID 940;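 active = compounds whose cAMP rise, as percent of the full-agonist control response, exceeds 60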;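 also: rat C6 glioma line stably carrying human EP2 under a CMV promoter; the protocol text gives 20 µM as final concentration; 100% = response of wells given 1 µM PGE2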
Target sequence (P43116 whole entry, looked up): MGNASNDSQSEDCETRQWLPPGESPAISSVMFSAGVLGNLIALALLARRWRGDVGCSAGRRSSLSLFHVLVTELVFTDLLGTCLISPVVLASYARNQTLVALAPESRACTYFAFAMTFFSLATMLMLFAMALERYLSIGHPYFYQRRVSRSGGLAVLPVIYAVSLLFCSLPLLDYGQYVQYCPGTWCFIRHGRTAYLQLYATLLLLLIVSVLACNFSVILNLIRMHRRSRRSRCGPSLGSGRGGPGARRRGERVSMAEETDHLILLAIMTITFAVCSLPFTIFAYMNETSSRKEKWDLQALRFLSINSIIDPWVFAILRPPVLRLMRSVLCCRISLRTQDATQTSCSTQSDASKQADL
Ba/F3 V617F tox: reduce viability of Ba/F3 cells dependent on JAK2V617F; 220,000 compounds, 1.1% hits; Ba/F3 EpoR-JAK2V617F viability, ATP luminescence; inhibition, % at 5.6 µM; AID 1446;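 active = inhibition above the campaign mean plus 3 SD over all tested compounds, cut at about 24% in these data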;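 also: cytokine-independent growth of Ba/F3 cells driven by EpoR plus mutant JAK2; 0% = DMSO-treated cells and 100% = JAK inhibitor I control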
m-calpain inh: calpain II (pig) inhibition; purified calpain II, fluorogenic peptide substrate, 30 min; 220,000 compounds, 0.37% hits; inhibition, % at 16 µM;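 active = inhibition above about 50%, limit read from the data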
The depositor's hits bear a star; i = inactive. This is a random part of the collection; overall some 3.6% were active at least once.

Each structure is followed by: S1P4 antag	S1P4 agonist	BaF3 tox	PERK inhibitor	TRPML3 agonist	zfTRPN1 agonist	EP2 mod	Ba/F3 V617F tox	m-calpain inh
Cc1ccc2[nH]cc(C(=O)CN3CCN(c4ccccc4F)CC3)c2c1
→ -19	-0.8	9	0.9	0.7	0.9	-51	3	2
CCOCCn1c(SCc2ccc(F)cc2)nc2c1c(=O)[nH]c(=O)n2C
→ 3	-0.9	9	-0.8	-0.2	-0.3	4	3	-12
CCCC(=O)NC(c1ccc(OC)c(OC)c1)c1cc(Cl)c2cccnc2c1O (configuration not stated)
→ -1	0.9	2	1.4	1.1	1.1	10	-5	-12
COc1cc(CN2CCN(S(=O)(=O)c3ccc(NC(C)=O)cc3)CC2)cc(OC)c1O
→ -10	0.5	0	0.4	-0.1	-0.5	-17	0	-19
CN(C)c1ccc(N=Nc2nc3ccccc3n2C)cc1
→ -13	-2.3	-5	-0.2	-2.0	-4.6	-31	0	22
CC(C)=C1C2CCC1C1C(=O)N(c3nc(-c4ccccc4)c(C)s3)C(=O)C21 (configuration not stated)
→ 14	-3.0	6	-0.3	2.9	-1.0	32	4	46
CCOc1ccc(CC(=NCCc2ccccc2)C2=C(O)CC(C)(C)CC2=O)cc1OCC
→ -10	-0.5	5	-0.3	-0.5	0.6	44	4	34
O=C(NCc1ccco1)c1cc(-c2cccnc2)nc2ccc(Cl)cc12
→ 21	1.7	4	-0.8	0.0	-0.5	-6	1	-22
CCCc1cc(Nc2cccc(OC)c2)n2ncnc2n1
→ -19	0.0	6	0.4	0.7	-0.8	36	-3	-26
CCOc1ccc(/C(O)=C2/C(=O)C(=O)N(CCOCCO)C2c2ccccn2)cc1 (configuration not stated)
→ -6	0.5	3	1.2	0.6	1.5	36	-2	2
O=C(CO/N=C/c1ccccc1O)N1CCc2ccccc21
→ -16	-1.1	3	-0.4	-0.7	-0.5	-35	3	28
Cc1cc(C)c2c(NC(=O)C3CC3)nn(C)c2n1
→ 10	-1.6	-2	0.9	1.2	0.9	20	0	-120
O=C(NCc1cccc(CNC(=O)c2ccco2)c1)c1ccco1
→ 7	-0.4	2	1.1	1.0	1.1	14	0	-23
Cc1ccsc1/C=N/n1c(-c2ccccc2)n[nH]c1=S
→ -11	-0.1	6	0.4	-0.2	-1.6	33	1	0
CC(=O)CC(C)(C)S(=O)(=O)c1ccc(NC(C)=O)cc1
→ 5	0.0	4	2.0	0.7	0.7	14	-1	-12
Cc1ccc(CN=c2c([N+](=O)[O-])nn(-c3cccc(Cl)c3)n2O)cc1
→ -6	0.0	4	0.9	-1.4	-1.4	-34	2	27
COc1ccc(-n2c(SC)nc(O)cc2=O)cc1
→ -2	0.5	7	0.0	0.4	0.4	13	-3	-13
Nc1ccc2nn(-c3ccc(Cl)cc3)nc2c1
→ 6	6.0	-8	1.7	0.8	2.7	-14	-1	-320
Cc1ccc(C)c(S(=O)(=O)NCCOc2nc(NC(C)C)nc(NC(C)C)n2)c1
→ -9	2.5	6	-0.4	-0.6	-0.6	-20	4	7
Cc1cc(=O)n(C(NC(=O)c2ccccc2)C(=O)c2ccccc2)cn1 (configuration not stated)
→ -3	0.1	3	0.9	-1.2	-0.8	23	1	22
COc1ccc(-n2cc(-c3ccccc3)c3c(NCCCN4CCOCC4)ncnc32)cc1
→ 9	0.6	11	-0.9	0.4	2.0	-12	5	-113
COC(=O)CC1C(=O)NCCN1C(=O)c1sc2ccccc2c1Cl (configuration not stated)
→ 0	0.3	1	0.1	0.9	1.7	1	3	13
COc1cc2nc(SCc3c(C)noc3C)n(CCC3=CCCCC3)c(=O)c2cc1OC
→ -12	1.8	4	0.2	0.1	0.0	37	-1	-12
COCCOC(=O)C1=C(C)OC(N)=C(C#N)C1c1ccc2c(c1)OCO2 (configuration not stated)
→ -4	0.0	2	-0.6	-0.6	-0.3	22	1	-4
COC(=O)c1cc(NC2c3ccccc3C(=O)N2Cc2ccco2)cc(C(=O)OC)c1 (configuration not stated)
→ -21	-1.8	7	1.4	0.4	2.2	26	-1	-59
O=C(NCc1cccnc1)c1cc2ccccc2oc1=O
→ -7	0.4	5	-0.8	-0.1	-0.9	10	-1	-34
COc1cccc(NC(=O)COC(=O)c2nc(Cl)ccc2Cl)c1
→ -14	2.2	9	-0.1	0.8	0.5	-5	-1	-25
Cc1cccc(NC(=O)CSc2nnc(-c3ccccc3Br)o2)c1C
→ 6	-0.2	7	1.1	0.3	-0.6	-36	3	34
CC(C)C1S/C(=N/N=C/c2cccs2)NC1=O (configuration not stated)
→ -13	0.7	8	-0.8	0.1	0.7	20	-1	10
Cc1cccc(C(=O)Oc2ccccc2/C=N/Nc2ccc([N+](=O)[O-])cc2)c1
→ -7	0.7	0	-0.2	0.4	-0.5	-11	-4	-2

Some of these compounds in order of their number in m-calpain inh, rising.
smiles,m-calpain inh
O=C(NCc1cccnc1)c1cc2ccccc2oc1=O,-34
COc1ccc(-n2c(SC)nc(O)cc2=O)cc1,-13
Cc1cccc(C(=O)Oc2ccccc2/C=N/Nc2ccc([N+](=O)[O-])cc2)c1,-2
Cc1ccc(C)c(S(=O)(=O)NCCOc2nc(NC(C)C)nc(NC(C)C)n2)c1,7
COC(=O)CC1C(=O)NCCN1C(=O)c1sc2ccccc2c1Cl (configuration not stated),13
Cc1cccc(NC(=O)CSc2nnc(-c3ccccc3Br)o2)c1C,34

New compounds follow.
Each structure is followed by: S1P4 antag	S1P4 agonist	BaF3 tox	PERK inhibitor	TRPML3 agonist	zfTRPN1 agonist	EP2 mod	Ba/F3 V617F tox	m-calpain inh
CCOC(=O)CSc1nnc(C)n1N
→ -13	-2.0	2	0.6	1.2	1.1	17	2	-25
CCCCNC(=S)N/N=C1\CCCCc2ccccc21
→ -14	-0.1	6	-0.3	-0.5	0.1	8	0	47
Cc1cccc(NC(=O)C(=O)N/N=C/c2ccncc2)c1
→ -15	-0.8	7	0.4	1.1	1.2	-32	3	-17
O=C1CN(C(=O)COc2cccc(F)c2)c2ccccc2N1
→ -16	-0.3	-1	0.8	0.7	1.4	-8	-6	-10
CCOC(=O)c1c(NC(=O)CSc2nnc(CNc3ccc(F)cc3)o2)sc(C)c1C
→ 10	0.3	2	-1.1	-0.8	0.2	33	2	-4
O=C(NC(=S)Nc1ccc(N2CCOCC2)cc1)c1cccc([N+](=O)[O-])c1
→ -10	-0.1	6	0.7	1.1	0.7	-32	-2	-1
CCC(CC)NC(=O)CO/N=C/c1ccccc1OC(F)F
→ 39*	1.1	0	-0.5	-0.1	-1.3	-31	-4	21
CCCCN(C(=O)CSc1cc(C)c2ccccc2n1)c1c(N)n(Cc2ccccc2)c(=O)[nH]c1=O
→ -12	1.0	3	0.6	0.1	0.9	18	0	-31
COC(=O)c1ccc(N2C(=O)CC(Sc3n[nH]c(C)n3)C2=O)cc1 (configuration not stated)
→ 0	-1.9	5	-0.2	0.6	-0.9	6	3	-28
N#Cc1c(NC(=O)c2cccnc2)sc2c1CCC2
→ -16	-0.2	42*	-1.9	1.2	-0.2	-27	41*	9
Cc1cccc(Cn2c(=O)n(Cc3ccco3)c(=O)c3ccccc32)c1
→ 7	-1.2	9	-0.3	-0.6	-0.9	76*	4	55*
CCSc1n[nH]c2nc3c(c(=O)n12)C1(CCCC1)Cc1ccccc1-3
→ -9	-2.5	0	0.4	0.3	-0.1	-1	0	-256
CC(=O)c1c(C)n(C)c2ccc(O)cc12
→ 12	0.3	4	-0.2	1.1	0.7	29	4	6
S=c1[nH]nc(CCCc2n[nH]c(=S)o2)o1
→ -2	1.6	4	0.9	0.7	-0.4	11	-6	-4
COc1cc(OC)c(C(=O)Nc2ccc(S(=O)(=O)Nc3ncccn3)cc2)cc1OC
→ -14	-2.2	-2	0.4	1.0	0.5	15	-3	10

Reprinted at random: 2 records from the list
Each structure is followed by: S1P4 antag	S1P4 agonist	BaF3 tox	PERK inhibitor	TRPML3 agonist	zfTRPN1 agonist	EP2 mod	Ba/F3 V617F tox	m-calpain inh
N#Cc1c(NC(=O)c2cccnc2)sc2c1CCC2
→ -16	-0.2	42*	-1.9	1.2	-0.2	-27	41*	9
CCSc1n[nH]c2nc3c(c(=O)n12)C1(CCCC1)Cc1ccccc1-3
→ -9	-2.5	0	0.4	0.3	-0.1	-1	0	-256

Going on with the list.
Each structure is followed by: S1P4 antag	S1P4 agonist	BaF3 tox	PERK inhibitor	TRPML3 agonist	zfTRPN1 agonist	EP2 mod	Ba/F3 V617F tox	m-calpain inh
Oc1oc(-c2ccc(Br)cc2)nc1C=Nc1ccc(Br)cn1
→ -32	1.4	-1	0.2	1.6	1.5	-8	-4	-26
COc1cc(C(C)=O)ccc1COc1ccc(C(=O)OCC(N)=O)cc1OC
→ -6	-0.2	2	0.4	-0.7	1.2	-18	0	8
CCOC(=O)c1c(C)oc2c1c(C=NCCO)c(O)c1ccccc12
→ 5	6.1	7	-0.2	0.3	1.5	3	-3	-165
O=C(c1cc(-c2ccc(Cl)c(Cl)c2)on1)N1CCCC1
→ -10	1.8	3	0.2	-0.1	0.9	-11	3	-8
CN1C(=O)/C(=C/c2cccc(Cl)c2)Sc2ccc(C(=O)NCc3cccnc3)cc21
→ 4	2.6	0	-0.3	0.7	-1.4	9	-4	40
Cc1cc(=O)[nH]c2c(C)c(N)ccc12
→ 5	-0.8	3	0.1	0.1	0.4	20	2	i
Cc1cccc(NC(=O)C2CC(O)CN2C(=O)OCc2ccccc2)c1 (configuration not stated)
→ -2	2.2	1	0.5	0.8	0.7	23	-3	-17
Cc1cccc(-c2noc(CN(C(=O)C(c3ccccc3)c3ccccc3)C(C)C)n2)c1
→ -5	0.8	9	-0.5	-0.7	-1.6	9	2	1
CC(C)(C)c1ccc(COc2ccsc2C(=O)O)cc1
→ 0	-1.0	7	0.4	-0.2	0.8	-25	5	24
